Screens: PubChem, Sanford-Burnham Center for Chemical Genomics
Mdm2-MdmX inh – inhibitors of human Mdm2-MdmX association, primary screen, cell-based, luminescence, split luciferase, SaOS-2, uHTS; inhibition, % at 8 µM; SaOS-2 split-luciferase Mdm2/MdmX complementation; 330,000 compounds, 3% hits;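 active = inhibition of at least 50% at 8 µM in the primary screen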
tim10-1 inh – growth inhibitors of tim10-1 mutant yeast, primary screen, luminescence, uHTS; inhibition, % at 20 µM; 330,000 compounds, 2.2% hits; AID 463190, 2010; S. cerevisiae tim10-1 ts strain growth, BacTiter-Glo, 24 h;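 active = inhibition of at least 40%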;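 note: mutant grown at 25 °C; 0% = DMSO wells with yeast and 100% = wells holding no yeast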
APJ agonist – agonists of human apelin receptor APJ, primary screen, CHO-K1 cells, PathHunter beta-arrestin, luminescence | 0% DMSO wells, 100% apelin | activation, % at 20 µM | 330,000 compounds, 0.11% hits | AID 2520, 2010;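 active = activation more than six SD over the plate average, tested at 20 µM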;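 note: 0% = DMSO alone and 100% = apelin-13 at 10 nM; some results filed as inactive read as strong as hits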
Target sequence (P35414 whole entry, looked up): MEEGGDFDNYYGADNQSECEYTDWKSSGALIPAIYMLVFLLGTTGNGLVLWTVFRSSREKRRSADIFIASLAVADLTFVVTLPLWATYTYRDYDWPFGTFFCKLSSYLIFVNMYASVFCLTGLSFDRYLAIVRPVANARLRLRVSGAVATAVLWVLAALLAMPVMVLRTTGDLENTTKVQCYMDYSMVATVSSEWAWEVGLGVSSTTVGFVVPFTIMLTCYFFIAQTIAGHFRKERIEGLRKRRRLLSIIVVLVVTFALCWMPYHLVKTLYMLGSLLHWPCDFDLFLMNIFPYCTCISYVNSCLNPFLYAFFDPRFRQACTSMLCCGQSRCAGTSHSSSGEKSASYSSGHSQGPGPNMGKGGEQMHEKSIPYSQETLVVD
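Assay system – PathHunter CHO-K1 APJ (AGTRL-1) beta-arrestin reporter cells · Compound – one dose, 20 µM compound, 1% DMSO · Timing – compound 90 min 25 °C, reagent 1 h · Measured by – luminescence from split beta-galactosidase complementation, Galacton Star/Emerald II substrate · Measure – beta-arrestin recruitment to APJ as agonist activity, luminescent signal · Benchmarks – DMSO vs Apelin-13 10 nM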
TIM10 inh – growth inhibitors of isogenic TIM10 control yeast, primary screen, counter-screen for tim10-1 yeast inhibitor project, luminescence, uHTS. inhibition, % at 10 µM. 330,000 compounds, 1.4% hits. S. cerevisiae TIM10 strain growth, BacTiter-Glo luminescence, 24 h. AID 463195, 2010;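 active = inhibition of 40% or more at the single tested concentration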;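 note: wild-type TIM10 isogenic control strain grown at permissive 25 °C; 0% = DMSO yeast wells and 100% = minimal medium wells without yeast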
CXCR6 block – CXCR6 receptor inhibitors, primary screen, cell-based, beta-arrestin, luminescence, CHO-K1 PathHunter, 1536-well; inhibition, % at 20 µM; 360,000 compounds, 0.36% hits; AID 602244, 2012; C-X-C chemokine receptor type 6 (Homo sapiens), O00574; in the data active = inhibition above about 34%, passing the limit was not always enough;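 note: antagonist mode with CXCL16 agonist at 10 nM final; 0% = 10 nM CXCL16 with DMSO and 100% = unstimulated wells without agonist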
Target sequence (O00574 whole entry, looked up): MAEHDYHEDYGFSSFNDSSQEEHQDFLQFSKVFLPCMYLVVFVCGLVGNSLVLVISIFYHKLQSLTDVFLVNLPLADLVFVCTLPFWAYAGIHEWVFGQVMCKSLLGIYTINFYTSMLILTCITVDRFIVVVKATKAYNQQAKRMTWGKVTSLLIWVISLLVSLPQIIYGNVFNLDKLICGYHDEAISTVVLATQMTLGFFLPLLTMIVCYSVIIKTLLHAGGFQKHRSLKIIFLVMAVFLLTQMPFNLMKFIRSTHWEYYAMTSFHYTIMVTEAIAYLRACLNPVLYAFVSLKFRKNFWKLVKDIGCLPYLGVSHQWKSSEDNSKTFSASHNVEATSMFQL
CHOP UPR activ – activators of apoptotic CHOP UPR arm, primary screen, cell-based, CHO-CHOP luciferase reporter, luminescence, uHTS. UPR activation; percent of tunicamycin response over DMSO baseline. activation, % at 10 µM. 330,000 compounds, 0.34% hits. AID 449763, 2010;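 active = at 10 µM dose, activation of 40% or more, normalized to positive control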;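 note: 100% = tunicamycin at 10 µg/mL and 0% = DMSO alone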
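Assay system: CHO cells with stable CHOP pathway luciferase reporter; Buffer or medium: F12 plus 10% serum; Times: 16-18 h cell attachment, then 6 h compound exposure, 37 °C; Signal: luciferase luminescence; Read-out basis: percent activation relative to tunicamycin control; Control set: tunicamycin high control, DMSO low control.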
APJ antagonist – antagonists of human apelin receptor APJ, primary screen, CHO-K1 cells, beta-arrestin complementation, luminescence; P35414; inhibition, % at 20 µM; AID 2521, 2010; 330,000 compounds, 0.32% hits;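 active = inhibition above about 40% at 20 µM, limit read from the data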;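 note: cells challenged with 10 nM apelin-13 agonist together with compound; plate controls were apelin-13 plus DMSO wells for no effect and DMSO wells lacking apelin-13 for full effect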
tim23-1 inh – growth inhibitors of tim23-1 mutant yeast, primary screen, luminescence, uHTS | inhibition, % at 20 µM | 330,000 compounds, 1.3% hits | AID 463212, 2010 | S. cerevisiae tim23-1 growth, BacTiter-Glo luminescence, 24 h;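 active = growth inhibition of the mutant yeast at or above 50%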;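 note: temperature-sensitive mutant grown at 25 °C; plate controls were DMSO-treated mutant yeast for no effect and medium wells lacking yeast for full effect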
UPR XBP1 act – activators of adaptive XBP1 UPR arm, primary screen, cell-based, CHO-XBP1 luciferase reporter, luminescence, uHTS. AID 463104, 2010. 330,000 compounds, 0.33% hits. IRE1-XBP1 UPR activation; percent of tunicamycin response, DMSO as zero. activation, % at 20 µM;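 active = versus positive control, 20 µM dose yields 30% or more activation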;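 note: 100% = tunicamycin at 10 µg/mL and 0% = DMSO only wells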
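Material: CHO cell line with stable XBP1 luciferase reporter; schedule: 16-18 h cell attachment at 37 °C, then 6 h compound exposure; signal: glow luminescence from Steady-Glo reagent; medium: serum-containing F12 medium, 10% FBS; benchmarks: tunicamycin 10 µg/mL and vehicle-only wells; read-out: percent activation relative to tunicamycin reference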
An asterisk follows results filed as active; . = no result given.

[1] CCOC(=O)/C=C/C(=O)Nc1nccs1
[2] Cn1c(N)c(S(=O)(=O)NCc2ccc(Cl)cc2)c(=O)n(C)c1=O
[3] NS(=O)(=O)c1ccc(NC(=S)NCc2ccccc2)cc1
[4] Cn1ccnc1SCC(=O)n1c2c(c3ccccc31)CCCC2
[5] Cc1cccc(N2CCN(Cc3c(C)n(C)n(-c4ccccc4)c3=O)CC2)c1C
[6] O=[N+]([O-])c1cc(S(=O)(=O)C(F)(F)F)ccc1Sc1nc2ccccc2s1
[7] Cc1cccc(NC(=O)NC(C)C(c2cccs2)N2CCOCC2)c1 (stereo unspecified)
[8] CC1CCCCN1S(=O)(=O)c1ccc(C(=O)Nc2nnc(C3=COCCO3)o2)cc1 (stereo unspecified)

assay / entry	1	2	3	4	5	6	7	8
Mdm2-MdmX inh	30	-12	-8	1	19	96*	18	-1
tim10-1 inh	43*	-2	-2	29	2	45*	5	-7
APJ agonist	0	-4	-2	0	-2	6	-7	-1
TIM10 inh	32	-6	6	39	-2	55*	1	-4
CXCR6 block	-13	4	4	1	12	23	-2	2
CHOP UPR activ	7.6	-2.8	-0.3	1.5	-4.3	20	-1.0	-1.4
APJ antagonist	8	1	7	-6	-7	-75	-2	5
tim23-1 inh	34	14	-12	51*	-6	34	6	-9
UPR XBP1 act	-4	-1	-4	0	0	-14	2	-1

Entries of single compounds as entered above.
O=[N+]([O-])c1cc(S(=O)(=O)C(F)(F)F)ccc1Sc1nc2ccccc2s1 reads Mdm2-MdmX inh: 96*; tim10-1 inh: 45*; APJ agonist: 6; TIM10 inh: 55*; CXCR6 block: 23; CHOP UPR activ: 20; APJ antagonist: -75; tim23-1 inh: 34; UPR XBP1 act: -14
CCOC(=O)/C=C/C(=O)Nc1nccs1 reads Mdm2-MdmX inh: 30; tim10-1 inh: 43*; APJ agonist: 0; TIM10 inh: 32; CXCR6 block: -13; CHOP UPR activ: 7.6; APJ antagonist: 8; tim23-1 inh: 34; UPR XBP1 act: -4
CC1CCCCN1S(=O)(=O)c1ccc(C(=O)Nc2nnc(C3=COCCO3)o2)cc1 (stereo unspecified) reads Mdm2-MdmX inh: -1; tim10-1 inh: -7; APJ agonist: -1; TIM10 inh: -4; CXCR6 block: 2; CHOP UPR activ: -1.4; APJ antagonist: 5; tim23-1 inh: -9; UPR XBP1 act: -1

New compounds follow.
[9] O=S(=O)(c1ccccc1)[C@@]1(c2ccc(Br)cc2)C[C@@H]2ON=C(c3cccc(Br)c3)[C@@H]2C1
[10] O=C(NC1CCCC1)C(=O)c1c[nH]c2ccccc12
[11] Cc1cccc(Nc2nc(C)cc(C)c2C#N)c1
[12] CCOc1ccc(C(=S)N2CCCC2)cc1OCC
[13] CCN(CC)c1ccc(N2C(=O)C3CCCCC3C2=O)cc1[N+](=O)[O-] (stereo unspecified)
[14] COc1ccccc1N1CCN(Cc2cccc(OC)c2OC)CC1
[15] Cc1ccc(NC(=O)c2ccccc2OCc2c(C)noc2C)cc1S(=O)(=O)N(C)C
[16] CNc1ccc2nnc(C(F)(F)C(F)(F)C(F)(F)F)n2n1

assay / entry	9	10	11	12	13	14	15	16
Mdm2-MdmX inh	18	-2	13	18	21	-11	-27	7
tim10-1 inh	14	-16	2	2	-5	5	24	-3
APJ agonist	0	4	0	-2	-2	-3	-2	0
TIM10 inh	-28	-31	-9	-8	-29	-5	17	-3
CXCR6 block	4	-16	-23	2	2	4	-2	-1
CHOP UPR activ	0.2	4.3	2.1	3.0	0.2	-0.5	2.0	1.4
APJ antagonist	-10	1	11	20	8	-4	17	4
tim23-1 inh	19	6	24	7	7	8	30	15
UPR XBP1 act	2	0	-2	-4	-2	1	0	0

[17] CCN(CCn1cccn1)Cc1cn[nH]c1-c1ccc(OC)cc1F
[18] O=C(/C=C/c1ccc(F)cc1)N1CCc2ccccc2C1
[19] COc1ccc2c(=O)c3c(=O)n(-c4ccc(C)cc4)c(-c4ccccc4)nc3oc2c1
[20] CCCCOc1ccc(-c2nnc(-c3ccncc3)o2)cc1
[21] O=[N+]([O-])c1cc2c(cc1Br)CCN2
[22] COc1ccc(CN=C(C#N)C2=C(O)c3ccccc3C2=O)cc1
[23] COC(=O)C1=C(N)Oc2cc(C)[nH]c(=O)c2C1c1ccccc1OC (stereo unspecified)
[24] Cc1ccccc1NC(=S)NC(=O)Cc1ccc(Cl)cc1

assay / entry	17	18	19	20	21	22	23	24
Mdm2-MdmX inh	6	-46	23	-141	-10	-5	11	21
tim10-1 inh	7	0	-38	11	2	2	4	23
APJ agonist	-5	-5	0	7	-2	-2	-1	1
TIM10 inh	-13	6	-36	9	8	18	-13	24
CXCR6 block	-11	2	.	-8	10	4	6	-2
CHOP UPR activ	1.5	1.0	-1.0	4.3	-0.7	-0.1	4.0	-0.1
APJ antagonist	-23	11	-9	-15	19	6	-5	7
tim23-1 inh	3	34	-11	34	-4	17	-2	47
UPR XBP1 act	-1	0	-4	1	0	0	-1	-2

[25] CCCCCCOc1ccc(/C(C)=N/NC2=NCCN2)cc1
[26] CNC(=O)C1(C)C=CC2(CCCCC2)N1C(=O)OC (stereo unspecified)
[27] c1ccc(N2CCOCCOCCOCCOCCOCC2)cc1
[28] COc1ccc([C@H]2CC(=O)C=C(c3cccc(Br)c3)C2)cc1OC
[29] O=C(OCCN1C(=O)CCC1=O)c1ccc(S(=O)(=O)N2CCCCC2)cc1
[30] COc1ccc(N(C(=O)c2ccc(S(=O)(=O)N3CCOCC3)cc2)C2C=CS(=O)(=O)C2)cc1 (stereo unspecified)
[31] Cc1cccn2c(=O)c(/C=C(\C#N)C(=O)NC3CCS(=O)(=O)C3)c(Oc3ccc(F)cc3)nc12 (stereo unspecified)
[32] Cc1cc(Cl)cc(Cl)c1OCCOc1cccc2cccnc12

assay / entry	25	26	27	28	29	30	31	32
Mdm2-MdmX inh	90*	9	20	38	10	-7	5	19
tim10-1 inh	-120	5	8	0	6	-5	1	29
APJ agonist	0	-5	-3	-5	0	-3	3	-3
TIM10 inh	-41	7	-13	6	7	-1	30	27
CXCR6 block	-19	2	-2	-4	4	-3	2	0
CHOP UPR activ	6.9	0.0	0.2	2.2	-2.1	-0.2	0.6	5.0
APJ antagonist	17	-4	-10	12	-15	6	-2	21
tim23-1 inh	48	19	2	33	17	6	19	36
UPR XBP1 act	13	0	-1	0	0	0	-6	-1

[33] Oc1ccc2c(ccc3[nH]cnc32)c1
[34] COc1ccc(Cl)cc1C(=O)NNC(=O)c1csc(N2CCOCC2)n1
[35] Cc1cc(C)c(S(=O)(=O)N(CC(=O)O)C2CCCCC2)c(C)c1
[36] CN(C)c1cnn(-c2ccccc2)c(=O)c1Cl
[37] O=S(=O)(NC1CCCCC1N1CCN(c2ccccc2F)CC1)c1ccccc1 (stereo unspecified)
[38] COc1ccccc1N1Cc2ccc(OC)c(OC)c2C1=O
[39] Cc1ccc(-n2c(SCC(=O)NCc3ccco3)nc3sc(C)c(C)c3c2=O)cc1
[40] COc1ccc(CNC(=O)C2CCCN2C(=O)NCc2ccccc2)cc1 (stereo unspecified)

assay / entry	33	34	35	36	37	38	39	40
Mdm2-MdmX inh	29	1	-16	6	16	12	11	30
tim10-1 inh	8	10	12	-3	22	0	-1	-5
APJ agonist	0	0	-3	-2	-7	0	0	-1
TIM10 inh	0	4	14	1	-7	0	5	-2
CXCR6 block	-7	2	-2	-2	7	4	0	0
CHOP UPR activ	3.0	1.4	-1.1	4.3	1.6	-0.8	-1.6	-0.3
APJ antagonist	2	10	-6	3	5	16	5	3
tim23-1 inh	6	13	7	-4	26	4	1	-5
UPR XBP1 act	2	-3	-1	1	1	-2	-4	-5

[41] Fc1ccc(N/N=C(/c2ccccc2)c2ccccn2)cc1
[42] CCOc1ccccc1CN1CCN(Cc2c[nH]c3ccccc23)CC1CCO (stereo unspecified)
[43] N#Cc1ccccc1NCC(=O)N1CCN(S(=O)(=O)c2ccccc2)CC1
[44] O=C1[C@@H]2[C@@H]3C[C@@H]([C@H]4ON=C(c5ccc(OCc6ccccc6)cc5)[C@@H]34)[C@@H]2C(=O)N1c1ccc2c(c1)OCO2
[45] O=c1cc(-c2ccc(O)cc2)oc2c(C3OCC(O)C(O)C3O)c(O)c(C3OC(CO)C(O)C(O)C3O)c(O)c12 (stereo unspecified)
[46] Cc1cc(NC(=O)C2Oc3ccccc3OC2C)no1 (stereo unspecified)
[47] CC(C)CC(=O)Nc1nnc(SCC(=O)Nc2ccc(F)cc2)s1
[48] COc1cc(OC)cc(C(=O)NNC(=O)Cc2cccs2)c1

assay / entry	41	42	43	44	45	46	47	48
Mdm2-MdmX inh	9	2	16	15	-7	-8	7	-12
tim10-1 inh	17	-1	10	21	5	11	-2	11
APJ agonist	2	-3	-3	-2	-2	-2	-3	-1
TIM10 inh	3	-9	1	14	-1	-2	-11	-2
CXCR6 block	5	7	-15	-2	-7	-3	0	-3
CHOP UPR activ	1.7	-1.1	1.5	-1.3	0.2	-2.8	0.2	0.7
APJ antagonist	2	16	15	1	14	8	20	3
tim23-1 inh	30	-7	21	16	4	2	-1	2
UPR XBP1 act	1	-2	-5	1	1	2	0	1

[49] COc1ccccc1OCCCCn1ncc2ccc(OC)c(OC)c2c1=O
[50] O=C1Nc2ccccc2Oc2cc([N+](=O)[O-])ccc21
[51] CN1C(=O)c2cccc(NC(=O)Cc3ccccc3)c2C1=O
[52] Cc1cccc(C(=O)NNS(=O)(=O)c2ccccc2)c1O
[53] CCOC(=O)c1sc(=S)n(CC)c1NC(=O)C1CC1
[54] Cc1ccc(N(CC(=O)NCc2ccc(F)cc2)C(=O)c2snc(C(N)=O)c2N)cc1C
[55] O=C(CSc1nc2ccccc2s1)NCC1CCCO1 (stereo unspecified)
[56] COc1ccc(OCC(=O)Nc2cccc(OC)c2)cc1

assay / entry	49	50	51	52	53	54	55	56
Mdm2-MdmX inh	25	19	23	11	27	16	2	15
tim10-1 inh	22	6	16	14	10	-11	3	-26
APJ agonist	-1	9	-3	-3	0	-2	3	-2
TIM10 inh	7	13	-23	5	-16	-10	-2	9
CXCR6 block	8	-5	-5	1	3	3	-2	5
CHOP UPR activ	2.0	-2.4	3.5	0.6	-3.7	-1.1	0.6	-0.8
APJ antagonist	-7	-54	6	-6	-20	4	-42	6
tim23-1 inh	18	22	9	6	18	-4	-5	6
UPR XBP1 act	-3	2	6	7	-3	-4	-4	1

Some of the compounds tested; the hit share may differ from the screen's.
